High-throughput results deposited in PubChem by several laboratories.
HPDE-C7K KRASV12: cytotoxicity in KRAS-transformed pancreatic duct cells, primary screen, cell-based, fluorescence, HTS (AID 431). HPDE-C7K KRASV12 cells, Alamar Blue viability, 48 h; higher % means a stronger effect. hit rate 1.7% among 63,000. one-dose cytotoxicity, % at 10 µM; EC50 in µM for titrated hits;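 active means compounds whose percent cytotoxicity in the single-dose primary screen, scaled between solvent and toxic-drug controls, exceeds 50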;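 further: 0% = DMSO solvent wells and 100% = doxorubicin-treated wells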
HPDE-C7 cytotoxicity: cytotoxicity in HPDE-C7 cells, cell-based, fluorescence, HTS (AID 430). HPDE-C7 pancreatic duct cells viability, fluorescence; higher % means a stronger effect. cytotoxicity, % at 10 µM; hits with a dose series show EC50 in µM. hit rate 1.8% among 63,000;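 further: cells exposed to compound for 48 hours before viability readout; 0% = vehicle and 100% = reference cytotoxic drug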
HT1080 viability: HT1080 cell viability loss – fluorescence readout (AID 620). HT1080 viability, fluorescence; higher % means a stronger effect. cytotoxicity, % at 10 µM; hits with a dose series show EC50 in µM. hit rate 0.42% among 87,000;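 further: cells exposed to compound overnight then 4 h with Alamar Blue; 0% = vehicle DMSO and 100% = killing control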
Spn MK inh: inhibitors of Streptococcus pneumoniae mevalonate kinase; inhibition, % at 10 µM; hit rate 0.48% among 65,000; purified MK, PK/LDH-coupled NADH absorbance 340 nm;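 active means ranked among the strongest by inhibition in the single 10 µM screen, a fixed top-ranked set picked for dose follow-up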; further: no value below 0 was filed
PMK inhibit: inhibitors of Streptococcus pneumoniae phosphomevalonate kinase; AID 539; hit rate 0.49% among 65,000; purified PMK, PK/LDH-coupled NADH absorbance 340 nm; inhibition, % at 10 µM;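 active means top-ranked compounds by inhibition in the single 10 µM screen, taking a fixed number of the strongest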;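 further: 0% = full reaction with DMSO carrier and 100% = background rate without enzyme reaction; no value below 0 was filed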
Bfl-1 displacement: Bfl-1 inhibitors, primary screen, biochemical, fluorescence polarization, FITC-Bid, mouse (AID 432); displacement, % at 20 µM, or IC50 in µM where a hit was titrated; FITC-Bid BH3 peptide fluorescence polarization displacement; higher % means a stronger effect; hit rate 0.02% among 64,000; in the data active means a potency from the dose series; inactive means the rest, 99 in 100 with displacement below about 15%; further: strong numbers were not always called active
LYP phosphatase: inhibition of human PTPN22 tyrosine phosphatase – biochemical, DiFMUP fluorescence, recombinant catalytic domain, 10 µM, primary screen (AID 606); recombinant LYP catalytic domain, DiFMUP fluorescence; higher % means a stronger effect; inhibition, % at 10 µM; hits with a dose series show IC50 in µM; 52,000 tested, under 10 active;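 active means IC50 under 40 µM in the dose-response test; inactive means IC50 of 40 µM or more, or never dose-tested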
Spn DPM-DC inh: blocks S. pneumoniae diphosphomevalonate decarboxylase; purified DPM-DC, PK/LDH coupled NADH fluorescence; calls only at 10 µM; AID 556; hit rate 0.49% among 65,000;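 active means the 320 compounds with the highest percent inhibition in the single-dose primary screen, excluding strongly autofluorescent ones, cut at about 32% in these data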;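 further: kinetic rate of NADH fluorescence loss reporting ADP formed by the decarboxylase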
Alkaline phosphatase: inhibition of tissue-nonspecific alkaline phosphatase – biochemical, luminescent (AID 518); purified TNAP enzyme, luminescent substrate readout; higher % means a stronger effect; inhibition, % at 20 µM, or IC50 in µM where a hit was titrated; hit rate 0.09% among 64,000; in the data active means a potency from the dose series; inactive means the rest, 99 in 100 with inhibition below about 22%;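 further: plate controls were vehicle for no effect and reference inhibitor for full effect; many of its hits are not listed in these tables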
PMK inhibit pilot replicates: further read-out of PMK inhibit, marked with its call; inhibition, %; measured here: pilot screen replicates
Spn MK inh pilot replicates: also measured in Spn MK inh; calls as there; inhibition, %; measured here: pilot screen replicates
Spn DPM-DC inh pilot screen %: recorded beside Spn DPM-DC inh, whose call it bears; inhibition, %; measured here: pilot screen trials
Numbers without * were called inactive; i = inactive; . = not tested or not shown; [ ] = another dose, or the depositor's remark. Unless noted, no stated cut-off is given here; in the data, active means cytotoxicity above about 50%; inactive means the rest.

SMILES	HPDE-C7K KRASV12	HPDE-C7 cytotoxicity	HT1080 viability	Spn MK inh	PMK inhibit	Bfl-1 displacement	LYP phosphatase	Spn DPM-DC inh	Alkaline phosphatase	others
O=C1CSC(=Nc2cc(Cl)ccc2Cl)N1	-18.0%	-14.5%	-5.6%	13.0	4.0	2.7%	-6.9%	i	4.2%
O=C(O)c1ccccc1-c1ccc(/C=c2\sc3nc4cc(Br)cnc4n3c2=O)o1	-15.9%	-7.8%	.	10.0	0.0	-10.4%	11.1%	i	18.0%
CCCc1nc(N)c(C#N)c(-c2ccco2)c1CC	-2.2%	4.2%	4.0%	14.0	8.0	10.3%	.	i	12.9%
CCC1CCCCN1C(=O)Nc1ccc(F)cc1 (stereo unspecified)	.	.	1.7%	11.0	11.0	-6.7%	0.6%	i	9.2%
CC(C)(C)C(=O)/C=C(N)/C=C/c1ccccc1	-7.0%	-12.5%	-0.1%	0.0	1.0	0.1%	.	i	13.5%
COC(=O)c1cc(NC(=O)c2c(Cl)nc3sccn23)cc(C(=O)OC)c1	16.1%	5.7%	0.5%	0.0	17.0	-7.2%	9.9%	i	-8.5%
Cc1ccc(S(=O)(=O)Nc2nncs2)cc1	9.3%	-1.4%	16.7%	8.0	0.0	-4.8%	.	i	16.6%
CCC1(CC)NC(=O)N(CC(=O)OCn2nnc3ccccc3c2=O)C1=O	-12.1%	-2.5%	-6.9%	0.0	0.0	-6.6%	.	i	7.1%
FC(F)(F)c1cccc(Nc2ncnc3ccccc23)c1	3.1%	-8.1%	2.4%	10.0	0.0	-1.5%	11.3%	i	7.7%
CCCCCC(=O)N1CCN(c2ccc(C(C)=O)cc2F)CC1	0.9%	-3.3%	8.5%	11.0	8.0	2.8%	-1.3%	i	3.6%
COCCNc1oc(-c2ccc(Cl)cc2)nc1C#N	-8.5%	-1.6%	40.1%	0.0	10.0	-2.3%	6.6%	.	8.3%
COC(=O)C1(S(=O)(=O)c2cccc3nsnc23)CC1	-1.3%	5.3%	15.0%	4.0	9.0	0.3%	18.2%	i	10.3%
O=C(CSc1nnc2sc3ccccc3n12)NCc1ccc2c(c1)OCO2	7.5%	5.9%	4.8%	4.0	16.0	0.7%	.	i	6.0%
COc1ccc(CCC2(C)NC(=O)NC2=O)cc1 (stereo unspecified)	0.6%	0.5%	-5.1%	2.0	10.0	2.0%	0.5%	i	9.0%
O=c1oc2c3c4c(cc2s1)CCCN4CCC3	18.3%	18.4%	-8.6%	2.0	8.0	36.7%	12.3%	i	19.4%	PMK inhibit pilot replicates=0.5;Spn MK inh pilot replicates=0.0;Spn DPM-DC inh pilot screen %=0.0
Cn1c(NC(=O)c2cc(Br)ccc2Cl)cc(=O)n(C)c1=O	-8.7%	-25.9%	-2.0%	6.0	7.0	-6.3%	18.1%	i	1.7%
COc1ccc(Br)cc1CNc1ccc(O)cc1	50.0%*	46.3%	9.3%	3.0	0.0	-11.0%	11.1%	i	20.2%
COc1ccc(CN2CCC(=O)NC2=O)cc1	10.5%	6.7%	-8.7%	9.0	10.0	-0.8%	.	i	9.0%
CC(C)(C)Nc1nc(Oc2ccc(=O)n(-c3ccccc3)n2)nc(N2CCOCC2)n1	10.1%	3.0%	-7.2%	3.0	12.0	-9.7%	8.2%	i	8.8%
COC(=O)c1ccc2c(=O)n(CCCN3CCOCC3)c(=S)[nH]c2c1	-4.4%	2.7%	-2.7%	4.0	0.0	0.3%	0.9%	i	7.6%
O=C(NCC1CCCO1)C1CCN(S(=O)(=O)c2cccc3cccnc23)CC1 (stereo unspecified)	20.3%	14.6%	-4.9%	10.0	4.0	2.7%	0.3%	i	10.7%	PMK inhibit pilot replicates=5.0;Spn MK inh pilot replicates=1.5;Spn DPM-DC inh pilot screen %=2.0
CCOC(=O)N1CCN(C(=O)CCN2C(=O)COc3ccccc32)CC1	1.4%	4.4%	-4.6%	0.0	18.0	0.0%	7.5%	i	-12.4%
Clc1ccccc1CSc1nnc(-c2ccccn2)n1Cc1ccco1	.	.	0.0%	8.0	0.0	-4.7%	-7.5%	i	6.3%
CCCc1cc(N2CCCC2)n2nc(C)c(-c3ccccc3)c2n1	-18.7%	-29.9%	-26.3%	10.0	0.0	0.1%	5.0%	i[fluoresces]	19.3%	PMK inhibit pilot replicates=5.0;Spn MK inh pilot replicates=9.0;Spn DPM-DC inh pilot screen %=100.0
CCN(CC)C(=O)COC(=O)c1ccc(O)cc1	-1.2%	-1.7%	-1.5%	0.0	15.0	6.6%	.	i	4.4%	PMK inhibit pilot replicates=7.5;Spn MK inh pilot replicates=7.0;Spn DPM-DC inh pilot screen %=3.0
(cont.)
SMILES	HPDE-C7K KRASV12	HPDE-C7 cytotoxicity	HT1080 viability	Spn MK inh	PMK inhibit	Bfl-1 displacement	LYP phosphatase	Spn DPM-DC inh	Alkaline phosphatase	others
N#Cc1nc(-c2ccco2)oc1NCCCn1ccnc1	0.1%	-6.8%	12.5%	16.0	16.0	-11.5%	.	.	10.8%
c1ccc(OCc2nn3c(-c4cccnc4)nnc3s2)cc1	-19.2%	0.7%	-3.8%	4.0	4.0	0.2%	9.3%	i	7.6%
Cc1c(C(=O)NCc2ccc3c(c2)OCO3)oc2ccc(S(=O)(=O)N3CCCCCC3)cc12	4.6%	0.1%	1.6%	6.0	3.0	-11.5%	1.0%	i	7.7%
COc1ccc(C(=O)N(CCN2CCOCC2)CC(=O)NC2CCCC2)cc1OC	-1.8%	-13.9%	5.4%	0.0	14.0	-2.1%	-2.3%	i	12.6%	PMK inhibit pilot replicates=0.0;Spn MK inh pilot replicates=0.0;Spn DPM-DC inh pilot screen %=0.0
COC(=O)c1ccc(Oc2nc(NC(C)C)nc(N(C)C)n2)cc1	-9.7%	-14.7%	2.4%	10.0	0.0	-15.0%	6.9%	i	20.4%	PMK inhibit pilot replicates=0.0;Spn MK inh pilot replicates=0.0;Spn DPM-DC inh pilot screen %=0.0
CN1CCN(S(=O)(=O)c2ccc(NC(=O)c3ccc(Br)o3)cc2)CC1	-14.1%	2.4%	-6.6%	3.0	17.0	-2.3%	2.5%	i	15.9%
O=C(C1CCCN(S(=O)(=O)c2cccc3cccnc23)C1)N1CCN(c2ccccc2F)CC1 (stereo unspecified)	-4.9%	1.2%	-8.3%	3.0	8.0	3.3%	0.9%	i	7.9%
O=C(NCc1ccc2c(c1)OCO2)Oc1ccccc1	2.3%	-10.8%	-6.3%	7.0	1.0	5.7%	0.8%	i	6.1%
Cc1cc(C)c(S(=O)(=O)NCCC2CCCN2C)c(C)c1 (stereo unspecified)	13.0%	8.4%	2.1%	0.0	7.0	-4.3%	9.6%	i	14.8%
COc1cc(OC)cc(-c2cc3nc4c(c(N5CCN(c6ncccn6)CC5)n3n2)CCCC4)c1	6.2%	2.9%	-9.4%	8.0	11.0	3.2%	.	i	10.6%
COc1cc(C2c3c(oc4ccc(C)cc4c3=O)C(=O)N2c2cc(C)ccn2)cc(OC)c1OC (stereo unspecified)	13.8%	14.5%	-0.8%	8.0	4.0	-8.4%	8.7%	i	10.5%
Cc1cc(C2=CC(C)(c3cc(C)oc3C)Nc3nc(C(F)(F)F)nn32)c(C)o1 (stereo unspecified)	56.2%*	49.6%	1.4%	6.0	9.0	8.5%	10.2%	i	4.2%
CCC(C)n1cnc2c(c1=O)c1nc3ccccc3nc1n2-c1ccc2c(c1)OCCO2 (stereo unspecified)	-7.7%	-13.4%	-1.9%	3.0	13.0	4.7%	5.3%	i	10.0%
O=C(Nc1ccc2c(c1)OCO2)C1CCCN1C(=O)Nc1ccccc1F (stereo unspecified)	1.6%	7.7%	-3.1%	11.0	0.0	3.7%	-7.0%	i	7.5%	PMK inhibit pilot replicates=3.0;Spn MK inh pilot replicates=3.5;Spn DPM-DC inh pilot screen %=0.5
CCOC(=O)CC(=O)CSc1nc2c(sc(=S)n2-c2ccccc2)c(=O)[nH]1	1.9%	-0.9%	-4.3%	4.0	11.0	-8.2%	.	i	5.0%
O=C(NCc1cccs1)Nc1ccc2c(c1)OCO2	-6.6%	-9.2%	0.3%	4.0	0.0	-8.1%	7.4%	i	2.3%
CCOC(=O)C1=C(C)NC(=O)NC1c1ccc(N(CC)CC)cc1 (stereo unspecified)	-9.4%	-0.5%	2.2%	5.0	6.0	-5.6%	10.7%	i	4.5%
CCOC(=O)c1cc2ccc(OC)c(OC)c2c(=O)s1	4.3%	2.5%	1.6%	9.0	15.0	-2.4%	-7.0%	i	12.4%	PMK inhibit pilot replicates=0.0;Spn MK inh pilot replicates=5.5;Spn DPM-DC inh pilot screen %=1.5
CCCc1nnc(NC(=O)CCC(=O)N2CCN(CCn3c(C)ccc3C)CC2)s1	-0.8%	0.2%	1.1%	9.0	13.0	-9.4%	-3.7%	i	7.8%
CN(C)CCCOC(=O)C1c2ccccc2Oc2ccccc21	4.1%	3.7%	-2.1%	6.0	6.0	-4.3%	4.7%	i	8.3%
CCc1c(C(=O)NCc2ccc3c(c2)OCO3)[nH]c(C)c1C(C)=O	-3.4%	-1.2%	-5.4%	3.0	7.0	-5.1%	8.9%	i	5.5%
Cc1ccc(N2CCN(C(=O)c3ccccc3F)CC2)c(C)c1	-0.1%	-3.6%	-5.7%	4.0	4.0	3.8%	9.4%	i	5.9%
CCOC(=O)Cc1csc(NC(=O)CC)n1	-2.1%	-0.5%	4.7%	1.0	7.0	-4.6%	-6.9%	i	6.9%
COc1cc(C(c2sc3nc(C)nn3c2O)N2CCC3(CC2)OCCO3)cc(OC)c1OC (stereo unspecified)	-14.5%	-11.7%	14.9%	6.0	16.0	-2.3%	5.3%	i	5.1%
COc1ccc(N2CCN(CCNC(=O)c3ccc(NC(=O)C4CCCO4)cc3)CC2)cc1 (stereo unspecified)	0.5%	3.0%	-4.0%	9.0	0.0	-8.3%	12.6%	i	-2.2%
Next entries follow:
SMILES	HPDE-C7K KRASV12	HPDE-C7 cytotoxicity	HT1080 viability	Spn MK inh	PMK inhibit	Bfl-1 displacement	LYP phosphatase	Spn DPM-DC inh	Alkaline phosphatase	others
Cc1nn(C)c(C)c1S(=O)(=O)N1CCCC(C(=O)NC2CCCCC2)C1 (stereo unspecified)	-4.9%	-5.7%	-0.3%	0.0	13.0	-8.8%	.	i	-2.6%
Cc1ccc(SCC(=O)NCCCN2CCOCC2)cc1	-8.6%	-4.0%	4.3%	2.0	6.0	-1.4%	1.7%	i	5.5%
CCOc1nc2c(c(=O)n(C)c(=O)n2C)n1Cc1ccccc1Cl	-5.0%	-0.8%	4.0%	6.0	10.0	-5.0%	8.3%	i	3.6%
Cc1nc2nc(SCC(N)=O)[nH]c2cc1Br	3.8%	-10.0%	-5.3%	6.0	12.0	4.9%	-2.5%	i	12.9%
CCOC(=O)N1CCN(C(=O)c2ccc3nc4ccc(Cl)cc4c(=O)n3c2)CC1	-1.1%	-2.5%	8.8%	0.0	17.0	-3.2%	14.3%	.	5.9%
CCOC(=O)Cn1ncc2c(=O)oc3ccccc3c21	-4.7%	-11.1%	2.0%	10.0	15.0	-4.3%	-1.6%	i	2.6%
